U2OS ROS induce: cancer cell ROS induction. U2OS ROS induction, H2DCF-DA fluorescence. ROS induction (% of piperlongumine), % at 10 µM. actives 2% (n = 46,000). AID 624156; in the data active = ROS induction above about 79%, passing the limit was not always enough; inconclusive = no clear call, values can overlap the other calls;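 note: 0% = DMSO vehicle median and 100% = reference compound median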
* hit, by the source's call; ? = inconclusive. A portion of the library (hit frequency here may not be typical).

structure	U2OS ROS induce
Fc1cccc(Cl)c1CSc1ccccc1C1=NCCCN1	-5
CC(C)NC(=O)N(C)C[C@@H]1Oc2ccc(N(C)C)cc2CC(=O)N([C@H](C)CO)C[C@@H]1C	-2
COc1cccc(C=Nc2cccc(C(=O)O)c2C)c1O	-14
C[C@H]1CN([C@@H](C)CO)C(=O)c2cccc(NS(=O)(=O)c3cccs3)c2O[C@@H]1CN(C)CC1CC1	-2
COc1ccc(NC(=O)CCC2COc3ccccc3O2)c(OC)c1 (stereo unspecified)	-8
COc1ccccc1C(=O)n1nc(-c2ccccc2)nc1NCc1ccco1	5
C[C@@H]1CN([C@@H](C)CO)C(=O)c2cccc(NC(=O)c3ccc(-c4nccs4)cc3)c2O[C@@H]1CN(C)Cc1ccccc1	4
CCn1c(SCC(=O)NC(C)(C)C)nnc1-c1cccc([N+](=O)[O-])c1	-3

Continued:
structure	U2OS ROS induce
Cn1ncc(Br)c1-c1nc2ccccc2[nH]1	-8
COC(=O)C1=CN(C2CC2)C=C(C(=O)OC)C1c1ccccc1	-1
O=c1c2ccccc2nc(SCc2ccc(Cl)cc2)n1CC1COc2ccccc2O1 (stereo unspecified)	-14
CN1CCN(c2ccc(CNS(=O)(=O)c3cccc4nonc34)cc2)CC1	-7
CN(C(=O)CN1C(=O)c2ccccc2S1(=O)=O)c1ccccc1C(=O)O	-2
COc1ccc(S(=O)(=O)N(C)C[C@H]2Oc3ccc(NC(=O)CCCN(C)C)cc3C(=O)N([C@H](C)CO)C[C@@H]2C)cc1	4
CCOC(=O)N1CCN(C(=O)c2cccn3c(=O)c4cc5ccccc5cc4nc23)CC1	23
O=C1N/C(=C/c2ccccc2)C(=O)N1c1cccc(Cl)c1	-6

Going on with the list:
structure	U2OS ROS induce
O=C(Nc1sc2c(c1C(=O)O)CCCC2)c1ccc(Br)cc1	1
C[C@@H]1CN([C@H](C)CO)C(=O)Cc2cc(NC(=O)NC3CCCCC3)ccc2O[C@H]1CN(C)Cc1ccncc1	-12
CN1C(=O)S/C(=C\c2ccccc2OCc2ccc(C(=O)O)cc2)C1=O	10
Cc1cccc(-n2ncc3c(N(C)Cc4ccccc4)ncnc32)c1	68
COc1ccc(Cl)cc1NC(=S)NCc1cccnc1	-8
CCCN(C)C[C@@H]1OCCCC[C@@H](C)Oc2ccc(NC(=O)C3CCCCC3)cc2C(=O)N([C@H](C)CO)C[C@@H]1C	?
COc1ccc(NC(=O)Nc2cccc3c2O[C@H](CN(C)CC2CCCCC2)[C@@H](C)CN([C@H](C)CO)C3=O)cc1	3
Cc1nc(S(=O)(=O)N[C@H]2CCN(Cc3cccc(OCCO)c3)C2)cn1C	5

More compounds:
structure	U2OS ROS induce
CC1C[C@@]23CC4C(C)(C)[C@@]5(C[C@]4(CN2C1=O)N(C)C3=O)C(=O)Nc1c5ccc2c1C(=O)CC(C)(C)O2 (stereo partly specified)	-1
C[C@H](CO)N1C[C@H](C)[C@H](CN(C)C(=O)Nc2ccccc2)Oc2ncc(C#CC(C)(C)O)cc2C1=O	-11
Cc1ccccc1OCC(=O)Nc1cc(-c2nc3ccccc3s2)c(Cl)cc1Cl	-12
C[C@@H]1CN([C@@H](C)CO)C(=O)c2cc(NC(=O)C3CCCCC3)ccc2O[C@H]1CN(C)Cc1ccncc1	-13
CCN(CC(=O)O)S(=O)(=O)c1ccc(F)cc1	-3
O=C1O[C@H](c2ccccc2)[C@H](c2ccccc2)N2[C@H]1[C@@H](C(=O)O)[C@]1(C(=O)Nc3ccc(C#CCCO)cc31)[C@H]2c1ccc(OCCO)cc1	8
CN(C)C(=O)[C@@]1(Cc2ccccc2N=[N+]=[N-])N=C(c2ccc(OCCCO)cc2)O[C@H]1c1ccccc1	10
C[C@H](CO)N1C[C@H](C)[C@H](CN(C)Cc2ccc(C(F)(F)F)cc2)Oc2ccc(NC(=O)c3ccncc3)cc2CC1=O	-9

Continuation.
structure	U2OS ROS induce
CSc1ncc(Cl)c(C(=O)Nc2nnc(SC/C=C/c3ccccc3)s2)n1	-6
Cc1ccccc1NC(NC(=O)c1ccco1)C(=O)c1ccccc1 (stereo unspecified)	-4
Cc1ccc(C(=O)c2coc3ccc(O)cc23)o1	-9
COc1ccc(Br)cc1COC(=O)C1c2ccccc2Oc2ccccc21	-8
C[C@H]1CN([C@@H](C)CO)C(=O)Cc2cc(NC(=O)C3CC3)ccc2O[C@H]1CN(C)Cc1ccc(C(=O)Nc2ccccc2N)cc1	20
COc1ccc(-c2cc(C(F)(F)F)nc(N3CCCCCC3)n2)cc1	4
C[C@@H]1CN([C@@H](C)CO)C(=O)c2cc(NS(=O)(=O)c3ccc(F)cc3)ccc2O[C@H]1CN(C)S(=O)(=O)c1cccs1	32
O=C(NCc1ccccc1)N1CCSc2ccccc21	-5

Remaining list, next part:
structure	U2OS ROS induce
COc1ccc(NC(=O)N(C)C[C@H]2Oc3ccc(NS(=O)(=O)c4ccc(Cl)cc4)cc3C(=O)N([C@@H](C)CO)C[C@@H]2C)cc1	-8
C=CC1(C)C=C2CCC3C(C)(C)C(O[C@@H]4O[C@@H](CO)[C@H](O)[C@H]4O)CCC3(C)C2CC1O[C@@H]1O[C@H](C)[C@H](O)[C@H](O)[C@H]1O (stereo partly specified)	-9
C[C@@H]1CN([C@@H](C)CO)C(=O)c2cccc(NC(=O)C3CCOCC3)c2O[C@@H]1CN(C)S(=O)(=O)c1ccccc1	-4
CC1(C)CC[C@]2(C(=O)O)CC[C@]3(C)C(=CCC4[C@@]5(C)CC[C@H](O[C@@H]6O[C@H](C(=O)O)[C@@H](O[C@@H]7O[C@H](CO)[C@@H](O)[C@H](O)[C@H]7O)[C@H](O)[C@H]6O[C@@H]6O[C@H](CO)[C@@H](O)[C@H](O)[C@H]6O)C(C)(C)C5CC[C@]43C)C2C1 (stereo partly specified)	-2
CC(C)CCNS(=O)(=O)c1ccc(-c2ccc(S(=O)(=O)NCCC(C)C)cc2)cc1	0
CC1(C)c2ccccc2N2CC(=O)NC21/C=C/c1ccc(F)cc1 (stereo unspecified)	23
C[C@@H]1CCCCO[C@H](CN(C)C(=O)Nc2ccc3c(c2)OCO3)[C@@H](C)CN([C@H](C)CO)C(=O)c2cc(NS(=O)(=O)c3cccs3)ccc2O1	-1
C[C@H](CO)N1C[C@H](C)[C@H](CN(C)S(=O)(=O)c2ccc(F)cc2)Oc2c(NS(=O)(=O)c3ccccc3)cccc2C1=O	6

Part of the list above, with each value named.
CN1C(=O)S/C(=C\c2ccccc2OCc2ccc(C(=O)O)cc2)C1=O
  U2OS ROS induce: 10

Cc1cccc(-n2ncc3c(N(C)Cc4ccccc4)ncnc32)c1
  U2OS ROS induce: 68

COc1ccc(Cl)cc1NC(=S)NCc1cccnc1
  U2OS ROS induce: -8

CCCN(C)C[C@@H]1OCCCC[C@@H](C)Oc2ccc(NC(=O)C3CCCCC3)cc2C(=O)N([C@H](C)CO)C[C@@H]1C
  U2OS ROS induce: ?

Continued.
structure	U2OS ROS induce
C=C(C)[C@@H]1CC[C@]2(C(=O)O)CC[C@]3(C)[C@H](CCC4[C@]5(C)C(CC[C@]43C)[C@@](C)(CO)[C@@H](O)[C@@H]5C(=O)O)C12 (stereo partly specified)	-2
COc1ccc(NC(=O)N(C)C[C@@H]2Oc3ccc(NC(=O)Nc4c(C)noc4C)cc3CC(=O)N([C@H](C)CO)C[C@@H]2C)cc1	-3
COc1cc(Br)cc(/C=N/NC(=O)c2cccc(C(=O)NO)c2)c1O	-11
Cc1noc(C)c1S(=O)(=O)Nc1ccc2c(c1)C(=O)N([C@H](C)CO)C[C@H](C)[C@H](CN(C)Cc1ccc(Cl)c(Cl)c1)O2	7
C[C@@H]1CCCCO[C@H](CN(C)S(=O)(=O)c2ccccc2)[C@@H](C)CN([C@H](C)CO)C(=O)c2cc(NC(=O)Nc3ccc(C(F)(F)F)cc3)ccc2O1	80*
Cc1ccc(S(=O)(=O)Nc2cccc3c2O[C@H](CN(C)C(=O)NC(C)C)[C@@H](C)CN([C@H](C)CO)C3=O)cc1	0
CCOC(=O)c1c(NC(=S)N2CCOCC2)sc(C)c1C	35
C[C@H]1CN([C@@H](C)CO)C(=O)c2cccc(NC(=O)c3cnccn3)c2O[C@@H]1CN(C)Cc1ccc(C(F)(F)F)cc1	10

Next results
structure	U2OS ROS induce
CC(C)c1ccc(NCC(O)COc2ccc(Cl)c(Cl)c2)cc1 (stereo unspecified)	4
Cc1ccc(S(=O)(=O)Nc2ccc3c(c2)CC(=O)N([C@@H](C)CO)C[C@H](C)[C@@H](CN(C)Cc2ccncc2)O3)cc1	22
CCC(Sc1nnc(-c2ccc(NC(C)=O)cc2)n1C)C(=O)Nc1ccc(Cl)cc1 (stereo unspecified)	-5
Cc1ccc(S(=O)(=O)Nc2ccc3c(c2)C(=O)N([C@H](C)CO)C[C@H](C)[C@H](CN(C)CC2CC2)OCCCC[C@@H](C)O3)cc1	0
Cc1cccc(N(CC(=O)Nc2ccc(Cl)cc2)S(C)(=O)=O)c1C	-10
C[C@@H]1CN([C@H](C)CO)C(=O)c2cccc(NC(=O)c3ccc(-c4nccs4)cc3)c2O[C@H]1CN(C)Cc1ccccc1	11
COC(=O)C(CC#Cc1ccc2c(c1)[C@]1(C(=O)N2)[C@H](C(=O)NC[C@H](O)c2ccccc2)[C@H]2C(=O)O[C@H](c3ccccc3)[C@H](c3ccccc3)N2[C@@H]1c1ccc(OCCO)cc1)C(=O)OC	23
CC(C)NC(=O)Nc1ccc2c(c1)CC(=O)N([C@H](C)CO)C[C@H](C)[C@H](CN(C)Cc1ccncc1)O2	113*

Further structures follow:
structure	U2OS ROS induce
C[C@H]1CN([C@@H](C)CO)C(=O)c2cc(NC(=O)Nc3ccc(F)cc3)ccc2O[C@H]1CN(C)Cc1ccc(Oc2ccccc2)cc1	-6
O=S(=O)(c1ccc(-c2ccccn2)s1)N1CCC2(CC1)OCCO2	-6
C[C@@H]1CN([C@H](C)CO)C(=O)c2cccc(NC(=O)c3ccncc3)c2O[C@H]1CN(C)S(C)(=O)=O	-12
Cc1ccc(N(C(C)C(=O)Nc2ccc(Br)c(C)c2)S(C)(=O)=O)cc1 (stereo unspecified)	2
C[C@@H]1CN([C@H](C)CO)C(=O)Cc2cc(NC(=O)C3CC3)ccc2O[C@H]1CN(C)C(=O)Nc1ccc(F)cc1	7
O=C(CCCOc1ccccc1)NC1CCCCC1	1
O=C(NCCSc1ccccc1)c1ccc(Br)cc1	-3
C[C@@H]1CN([C@@H](C)CO)C(=O)c2cc(NC(=O)NC3CCCCC3)ccc2O[C@@H]1CN(C)S(=O)(=O)c1cn(C)cn1	1

Looked up above.
O=C(CCCOc1ccccc1)NC1CCCCC1 in U2OS ROS induce is entered as 1
C[C@@H]1CN([C@H](C)CO)C(=O)c2cccc(NC(=O)c3ccncc3)c2O[C@H]1CN(C)S(C)(=O)=O in U2OS ROS induce is entered as -12

More compounds.
structure	U2OS ROS induce
NCCCCCCNC(=O)[C@@H]1C[C@@H]2C(=O)NCC(=O)N2[C@@H]1c1cccc(OCCO)c1	8
Cc1ccc(OCC(O)Cn2cnc3ccccc32)cc1 (stereo unspecified)	-9
C[C@H]1CN([C@@H](C)CO)C(=O)c2cc(NS(=O)(=O)c3cccs3)ccc2O[C@H]1CN(C)Cc1ccc(C(=O)Nc2ccccc2N)cc1	4
C[C@@H]1CN([C@H](C)CO)C(=O)c2cccc(NS(=O)(=O)c3cccs3)c2O[C@@H]1CN(C)Cc1ccc(C(F)(F)F)cc1	4
OCCN(CCO)Cc1ccc(Cl)cc1	-4
COc1cc(NC(=S)N(C)C)c(OC)cc1Cl	-9
COc1ccc(N2C(=O)c3ccc(Oc4ccccc4)cc3C2=O)cc1	8
COc1ccc(C[C@H](N)C(=O)N[C@H]2[C@@H](O)[C@H](n3cnc4c(N(C)C)ncnc43)O[C@@H]2CO)cc1	8

The results go on:
structure	U2OS ROS induce
CCC(C)c1ccc(NC(=O)C2CC=CCC2C(=O)O)cc1 (stereo unspecified)	-2
CC(C)NC(=O)Nc1ccc2c(c1)CC(=O)N([C@H](C)CO)C[C@@H](C)[C@H](CN(C)S(=O)(=O)c1cn(C)cn1)O2	3
Cc1ccc(NC(=O)C23CC4CC(CC(C4)C2)C3)cc1	0
CC(=O)N[C@@H](CSC/C=C(\C)CC/C=C(\C)CCC=C(C)C)C(=O)O	-11
COc1ccc(S(=O)(=O)Nc2ccc3c(c2)CC(=O)N([C@H](C)CO)C[C@@H](C)[C@@H](CN(C)CC2CC2)O3)cc1	2
C[C@@H]1CN([C@@H](C)CO)C(=O)c2cccc(NS(=O)(=O)c3ccccc3)c2O[C@@H]1CN(C)Cc1ccc2c(c1)OCO2	5
c1ccc(Cc2nc3c4c5c(sc4ncn3n2)CCCC5)cc1	21
C[C@H]1CN([C@@H](C)CO)C(=O)c2cc(N(C)C)ccc2O[C@@H]1CN(C)C(=O)Nc1ccccc1	9

The list continues:
structure	U2OS ROS induce
C[C@@H]1CN([C@H](C)CO)C(=O)Cc2cc(NC(=O)Cn3cnnn3)ccc2O[C@H]1CN(C)C(=O)Nc1ccccc1	-5
COc1ccc(S(=O)(=O)Nc2cccc3c2O[C@H](CN(C)S(=O)(=O)c2cccs2)[C@H](C)CN([C@@H](C)CO)C3=O)cc1	1
COc1ccc(S(=O)(=O)N(C)C[C@H]2Oc3ccc(NC(=O)CCCN(C)C)cc3C(=O)N([C@@H](C)CO)C[C@@H]2C)cc1	-5
Cc1cc2ncc(-c3ccnc(SCCS(=O)(=O)c4ccccc4)n3)c(C)n2n1	39
O=C1CC(c2ccccc2)Oc2ccccc21 (stereo unspecified)	-3
CC(C)Cc1ccc(C(C)c2nc3ccccc3n2C)cc1 (stereo unspecified)	12
